mlh1 rad18 = NCI yeast anticancer drug screen, S. cerevisiae mlh1 rad18 strain. % growth inhibition at 50 µM. actives 11% (n = 79,000);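 further: 0% = growth of vehicle-only cultures of the same strain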
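Growth inhibition of the yeast strain was measured after compound exposure and expressed relative to vehicle-treated controls. The strain carries defined defects in DNA damage repair.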
sgs1 mgt1 = NCI yeast anticancer drug screen, S. cerevisiae sgs1 mgt1 strain. % growth inhibition at 50 µM. actives 10% (n = 78,000). AID 161;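 further: 0% = growth of vehicle-only cultures of the same strain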
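Genetically altered yeast, compound exposure, growth inhibition relative to vehicle.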
mec2-1 = NCI yeast anticancer drug screen, S. cerevisiae mec2-1 strain | AID 157 | growth inhibition, % at 50 µM | actives 9% (n = 79,000);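 further: 0% = growth of vehicle-only cultures of the same strain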
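mec2-1 yeast strain, carrying an alteration in DNA damage repair or cell cycle control, was exposed to compounds; growth inhibition was measured relative to vehicle-treated controls.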
yeast rad50 = NCI yeast anticancer drug screen, S. cerevisiae rad50 strain. growth inhibition, % at 50 µM. actives 10% (n = 79,000). AID 155;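 further: 0% = growth of vehicle-only cultures of the same strain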
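Cells are treated with compound, grown, and their growth is then scored against vehicle-only cultures of the same repair-deficient yeast strain.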
yeast cln2 rad14 = NCI yeast anticancer drug screen, S. cerevisiae cln2 rad14 strain. % growth inhibition at 50 µM. actives 8.3% (n = 78,000);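 further: 0% = growth of vehicle-only cultures of the same strain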
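Growth inhibition, relative to vehicle-treated controls, is the read-out. The test organism is a yeast strain with defined genetic alterations, cln2 rad14.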
bub3 = NCI yeast anticancer drug screen, S. cerevisiae bub3 mutant strain; % growth inhibition at 50 µM; actives 9.9% (n = 78,000); AID 167;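 further: 0% = growth of vehicle-only cultures of the same strain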
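Part of a panel of yeast mutants defective in DNA damage repair or cell cycle regulation. Each strain is grown with compound, and inhibition is calculated relative to solvent-treated cultures.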
Active calls of the source: *; / = not tested or not shown. No stated cut-off is given here; in the data, active means growth inhibition above about 70%; inactive means the rest.

SMILES	mlh1 rad18	sgs1 mgt1	mec2-1	yeast rad50	yeast cln2 rad14	bub3
O=C(O)c1ccc(O)c([N+](=O)[O-])c1	27.2	6.5	-33.5	8.2	9.0	6.8
Nc1cccc(CNC(=O)COc2cccc(Cl)c2)c1	-4.7	-9.1	-12.6	-14.4	-22.9	-16.4
CCCCCCCCCCCCCCCCOc1ccc(-c2cc(=O)n(C)n2C)cc1OC	-16.2	-9.3	-27.2	-14.1	-0.1	-8.6
CCCOC(=O)CCCC(=O)N(C(C)C)C(C)C	4.7	12.2	-2.7	-12.3	-29.5	21.9
c1ccc(-c2nsc3ccccc23)cc1	5.8	-8.2	-6.3	14.3	-31.1	-14.8
Cc1ccc(CN(C)N=Nc2ccc(C#N)cc2)cc1	6.7	45.6	34.2	2.5	12.1	65.3
CC(=O)c1cccc(NC(=O)C(=O)c2c(O)c3ccccc3oc2=O)c1	-40.8	-19.6	16.1	0.8	-8.9	-12.6
CN(C)CCNc1ccc(CO)c2oc3ccc(O)cc3c(=O)c12	/	9.9	59.9	26.5	-14.1	49.0
COC(=O)C1C(O)CCC2CN3CCc4c([nH]c5cccc(OC)c45)C3CC21 (centres undefined)	-78.7	14.3	-14.8	-3.7	7.8	2.0
O=C(O)CNC(c1ccccc1)(c1ccccc1)c1ccccc1	89.9*	90.8*	90.0*	86.3*	86.3*	90.7*
Oc1ccccc1/C=N/N1C(=S)N(C23CC4CC(CC(C4)C2)C3)C(=Nc2ccccc2)C1=Nc1ccccc1	-14.3	-23.2	-16.2	-8.6	2.4	-3.0
CC(=O)[CH-]C(=O)c1ccccc1.CC(=O)[CH-]C(=O)c1ccccc1.CC1(C)OCC(C2OC3OC(C)(C)OC3C2[O-])O1.CC1(C)OCC(C2OC3OC(C)(C)OC3C2[O-])O1.[Ti+4] (centres undefined)	20.2	14.8	5.7	29.9	14.9	27.9
NC(=O)N/N=C1/CC2CCCCC2c2ccccc21 (centres undefined)	23.5	58.0	13.0	67.8	19.2	86.2*
COC(=O)C1=C2C3(O)CC4CC5C3CCC(C)N5C24C2CCC(O)C(OC)C2C1OC(=O)c1ccccc1 (centres undefined)	4.3	-20.9	-38.3	-34.6	-1.9	-30.4
CN(C)C1C[C@@H](O[Si](C)(C)C(C)(C)C)C=C1S(=O)(=O)c1ccccc1 (some centres undefined)	58.0	36.4	47.8	44.8	33.5	7.8
CCNC(=O)Nc1cccc(C)n1	19.4	22.8	14.1	14.9	27.6	4.4
CCOc1ccc(N(CC)C(C)=O)cc1	-15.7	-6.0	-35.4	-8.9	21.2	6.7
Nc1ccnc(C(F)(F)F)n1	-1.0	-9.6	-30.9	-7.1	-19.1	-18.2
Cc1cc(C)c2nc(C)c(C)nc2c1	10.7	-28.1	2.8	-9.9	-10.1	7.1
O=C1c2ccccc2C(C2N=Nc3ccccc32)c2ccccc21 (centres undefined)	6.2	15.6	5.2	7.1	26.1	3.8

Reformatted: entries from further up
The line under a structure holds: mlh1 rad18, sgs1 mgt1, mec2-1, yeast rad50, yeast cln2 rad14, bub3
O=C(O)c1ccc(O)c([N+](=O)[O-])c1
  27.2, 6.5, -33.5, 8.2, 9.0, 6.8
Nc1cccc(CNC(=O)COc2cccc(Cl)c2)c1
  -4.7, -9.1, -12.6, -14.4, -22.9, -16.4
CCCCCCCCCCCCCCCCOc1ccc(-c2cc(=O)n(C)n2C)cc1OC
  -16.2, -9.3, -27.2, -14.1, -0.1, -8.6
CCCOC(=O)CCCC(=O)N(C(C)C)C(C)C
  4.7, 12.2, -2.7, -12.3, -29.5, 21.9
c1ccc(-c2nsc3ccccc23)cc1
  5.8, -8.2, -6.3, 14.3, -31.1, -14.8
Cc1ccc(CN(C)N=Nc2ccc(C#N)cc2)cc1
  6.7, 45.6, 34.2, 2.5, 12.1, 65.3
CC(=O)c1cccc(NC(=O)C(=O)c2c(O)c3ccccc3oc2=O)c1
  -40.8, -19.6, 16.1, 0.8, -8.9, -12.6
CN(C)CCNc1ccc(CO)c2oc3ccc(O)cc3c(=O)c12
  /, 9.9, 59.9, 26.5, -14.1, 49.0
COC(=O)C1C(O)CCC2CN3CCc4c([nH]c5cccc(OC)c45)C3CC21 (centres undefined)
  -78.7, 14.3, -14.8, -3.7, 7.8, 2.0
O=C(O)CNC(c1ccccc1)(c1ccccc1)c1ccccc1
  89.9*, 90.8*, 90.0*, 86.3*, 86.3*, 90.7*

Remaining list, next part
SMILES	mlh1 rad18	sgs1 mgt1	mec2-1	yeast rad50	yeast cln2 rad14	bub3
O=c1oc2ccccc2cc1F	21.4	-9.8	7.2	16.4	5.3	16.9
CCCCCCCCCCCCC(C)O (centres undefined)	-24.8	-18.8	-50.1	-23.2	5.0	-21.1
CC(C(=O)c1ccccc1)C(O)c1ccccn1 (centres undefined)	-8.2	19.4	-10.3	10.9	-14.6	-2.4
COc1cc(C2SCC(=O)N2NC(=O)c2ccc(NC(C)=O)cc2)cc(OC)c1OC (centres undefined)	-12.2	-5.2	-4.0	-11.8	6.2	-12.4
O=c1[nH]c(=O)c2[nH]c(=O)[nH]c2[nH]1	-17.9	-13.5	-7.2	8.3	27.9	7.2
COC(=O)C(C(=O)C(=O)Nc1nc2ccc(OC)cc2s1)c1cnc2ccccc2n1 (centres undefined)	-6.2	-45.0	-23.2	-13.2	22.6	-7.5
Cc1ccc(C(N)=Nc2ccccc2)cc1	23.4	-0.3	0.0	0.7	-2.9	3.3
Cc1ccc(S(=O)(=O)OCCN(CCN(CCOS(=O)(=O)c2ccc(C)cc2)c2ccccc2)c2ccccc2)cc1	8.2	-5.1	8.6	29.6	32.4	63.6
CC(=O)c1ccc(N/N=[N+](/C)[O-])cc1	13.0	11.3	-4.5	1.4	-27.8	8.0
O=C(NO)C12C3C4C1C1C2C3C41C(=O)NO (centres undefined)	10.6	-5.2	-7.5	-1.9	34.0	14.6
ClC/C(=N\N1CCCCCC1)c1ccccc1	2.2	-4.8	-4.0	-7.8	-10.2	-1.6
CCC1(CC)C(=O)N(C(=O)c2ccc(Cl)cc2)N(C(=O)c2ccccc2Cl)C1=O	-53.5	5.8	23.8	22.3	41.8	49.2
CCn1c(=O)c2[nH]c(=S)[nH]c2n(CC)c1=O	-2.3	-6.5	21.4	-1.1	-2.2	-46.8
O=C1c2cccc3cc([N+](=O)[O-])cc(c23)C(=O)N1C(Cc1ccccc1)c1ccccc1 (centres undefined)	19.1	16.4	-6.0	4.1	15.1	10.6
CCCCCCCCCCCCCOc1ccc(S(=O)(=O)/N=C(\N)NC(N)=NCCCCCCCCCCCC)cc1	8.1	-2.8	12.4	2.9	-1.6	-5.0
O=c1oc2ccc3ccccc3c2c2c1CCCCC2	-26.5	-14.8	-4.0	-13.9	-22.1	-8.1
CCCCN1CCN(CCCC)C1=O	-21.2	13.6	1.1	2.2	-27.8	6.5
[Cl-].[Dy+3].[O-]/N=C(\c1ccccc1)c1ccccn1.[O-]/N=C(\c1ccccc1)c1ccccn1.[O-]/N=C(\c1ccccc1)c1ccccn1	25.1	20.2	13.3	27.4	12.2	19.4
Nc1ccc2c(SCCSc3c4ccccc4nc4cc(N)ccc34)c3ccccc3nc2c1	29.9	52.6	33.0	56.0	-8.7	-6.0
CCOC(=O)/C(C#N)=C(\C)c1ccc2ccccc2c1	21.1	26.4	6.1	13.6	-54.7	-10.0
C[S+](C)(=O)/C=C(\[O-])Nc1ccc(Cl)c(Cl)c1	57.2	6.2	14.3	-1.4	26.4	-13.6
CCOC(=O)Cc1nnc2n(-c3ccccc3)c(=O)c3ccccc3n12	-74.2	-21.7	-15.3	-23.6	11.8	-21.9
Cc1ccc(NC(=O)CCC(=O)C(C)C(=O)c2ccccc2)cc1C (centres undefined)	-9.4	-14.3	-7.6	-72.1	-55.7	-12.8
Cc1cc(C)n(-c2ccnc(-n3nc(C)cc3C)n2)n1	40.3	33.9	23.9	22.0	7.7	21.6
C[Si](C)(C)Cn1ccc2ccccc21	5.7	37.2	30.2	39.7	-14.5	2.9
CCCCCCC(C(=O)OCC)(C(=O)OCC)c1ccccc1	-6.2	1.1	-16.1	-10.8	-31.1	37.9
C(C#CCN1CCOCC1)#CCN1CCOCC1	8.0	8.5	-5.8	-6.8	6.2	1.6
CC(=O)c1ccccc1N=CC1CCCCC1=O (centres undefined)	-14.4	18.1	8.7	4.2	-19.1	4.3
CCOc1ccc(NC(=O)/C(=N\N)C(C(=O)OC)c2nc3ccc(Cl)cc3[nH]c2=O)cc1 (centres undefined)	-1.5	-24.4	-13.1	-12.9	80.2*	-26.5
C/C(=C\CNc1ncnc2nc(Cl)[nH]c12)CO	-18.6	-45.0	-4.7	-34.5	14.2	9.4
CC(=O)OCC1OC(n2c(-c3ccccc3)c(N=Nc3ccccc3)c(C)c(C#N)c2=S)C(OC(C)=O)C(OC(C)=O)C1OC(C)=O (centres undefined)	9.8	-20.2	-17.4	-14.0	11.5	2.5
O=C(O)CCSCc1ccc(I)cc1	37.3	54.0	35.5	35.1	34.2	47.6
COc1ccc(CCNC(=O)C2CC3CCCCN3C2C)cc1OC (centres undefined)	-9.6	-10.8	-10.2	6.7	-4.7	12.8
CNc1ccccc1N	-14.7	-33.0	-53.1	-35.8	13.7	-26.1
CN(C)c1ccc(/C=N\Nc2ccccn2)cc1	-11.2	-22.1	-11.2	-11.2	-11.9	-4.3
COc1ccc(/C=N/NC(=S)NN)cc1	13.2	13.0	9.1	-6.6	-18.9	33.6
Cc1cc(C)nc(Nc2nc3ccc([N+](=O)[O-])cc3[nH]2)n1	-4.8	5.5	-5.3	0.5	-7.4	-5.0
C=C(C)C(=O)O[C@H]1CC2=CC(CC(C)=C[C@H]3OC(=O)C(=C)C13)OC2=O (some centres undefined)	-27.5	-17.4	-38.7	-42.3	0.7	-21.6
CCOC(=O)c1cc(N)c[nH]1	-1.4	-13.3	-20.9	10.1	15.2	-6.5
Nc1nc2c(ncn2C2OC(COC(=O)c3ccccc3)C(OC(=O)c3ccccc3)C2OC(=O)c2ccccc2)c(=O)[nH]1 (centres undefined)	-7.7	-0.6	-12.8	-25.9	11.5	0.9
OCc1cc(Br)ccc1O	23.5	25.6	-19.5	40.6	2.1	-6.8
CC1(C)OC(=O)C(=Cc2ccc3c(c2)OCO3)C(=O)O1	5.1	-3.6	4.2	16.1	19.0	-8.0
C[CH2][GeH][CH2]C.C[CH2][Ge]([CH2]C)[CH2]C	94.8*	60.8	97.0*	95.2*	96.5*	96.0*
N=c1sc2ccccc2n1CC(=O)O	-41.2	-13.3	-16.5	2.2	-22.6	3.9
CC(CCCC1SCC2NC(=O)NC21)C(=O)O (centres undefined)	-10.8	-50.4	-23.5	-18.1	-31.6	-67.5
CNC(=O)c1ccccc1NC(=O)c1ccccc1N=[N+]=[N-]	12.0	0.1	4.7	-4.8	21.9	12.6
Cc1[nH]c(=O)nc2nc3ccc(Cl)cc3c(N(CCO)CCO)c12	-8.7	-12.8	-20.8	-24.3	19.2	19.9
CCCCN(CCCC)CC(=O)c1ccc2cc(Cl)c3ccccc3c2c1	94.7*	95.8*	95.5*	95.3*	92.7*	95.3*
CC(=O)[C@H]1CC[C@H]2[C@@H]3CCC4=CC(=O)CC[C@]4(C)[C@H]3C[C@H](OS(=O)(=O)c3ccc(C)cc3)[C@]12C	15.4	31.2	18.1	20.3	38.7	12.1
Cc1cnc2ccccc2c1	2.8	-5.5	-2.1	-12.2	4.3	0.5
CCNC1=C(OC)C(=O)C(NCC)=C(OC)C1=O	-5.8	2.6	7.2	-6.2	-33.6	5.3
CC(=O)NC(CCc1ccccc1)C(=O)O (centres undefined)	13.8	0.9	32.4	16.1	24.9	40.8
Cc1cc2c(cc1Cl)SC(NN(C)C)=NS2(=O)=O	-29.0	-28.8	-28.1	-43.8	-22.2	-40.4
c1ccc2c(c1)c1cccc3c4ccccc4c4cccc2c4c13	5.3	9.1	10.2	-3.7	-40.2	-8.9
O=P(N=P(c1ccccc1)(c1ccccc1)c1ccccc1)(c1ccccc1)c1ccccc1	88.7*	79.0*	91.6*	88.0*	92.5*	87.2*
Nc1cccc(CC(=O)c2ccccc2)n1	-13.1	-7.9	-11.0	-4.3	-8.6	-3.0
COC1=NCc2ccccc2C2(OC)C(C)(C)C12C#N (centres undefined)	-5.2	-14.2	-9.4	-8.1	24.9	0.9
Cc1cccc(N(C(=O)Nc2ccc(Cl)c(Cl)c2)C2=NCC(C)S2)c1 (centres undefined)	-23.7	-16.7	0.4	-47.8	26.4	-14.4
NCc1ccc(F)cc1	26.5	32.0	-10.7	24.9	12.7	2.4
Cc1ccc(/C=C/C(=O)C(C)CN(C)C)cc1C (centres undefined)	9.7	26.1	-15.4	-1.0	0.9	0.3
CC1(C)CC(=O)C(CSC(=O)c2ccccc2)=C(O)C1	-6.2	3.0	-5.5	-13.9	45.6	-27.6

Taken from above.
For yeast rad50, c1ccc2c(c1)c1cccc3c4ccccc4c4cccc2c4c13 has -3.7
For yeast rad50, CCNC1=C(OC)C(=O)C(NCC)=C(OC)C1=O has -6.2
